Runt-SMMHC FRET: inhibitors of RUNX1 Runt–CBFb-SMMHC binding, primary screen, biochemical, FRET, Cerulean-Runt, Venus-CBFb-SMMHC, uHTS | Runt-related transcription factor 1 (Homo sapiens) + Core-binding factor subunit beta … | Cerulean-Runt/Venus-CBFb-SMMHC FRET ratio 530/480, 1 h | inhibition, % at 20 µM | 220,000 tested, 0.74% active | AID 1434, 2008;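 active = mean inhibition across duplicate retests at 20 µM reaching about 50%, limit read from the data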;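 also: 0% = DMSO wells and 100% = wells with excess untagged CBFb-SMMHC; inhibitors lower the FRET ratio by blocking Runt binding to CBFb-SMMHC; some results filed as inactive read as strong as hits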
14-3-3 Bad PPI: inhibitors of 14-3-3 zeta/Bad binding, primary screen, biochemical, TR-FRET, bovine 14-3-3 zeta; TR-FRET 14-3-3zeta/Dy647-pBad peptide displacement, 1 h; 220,000 tested, 0.71% active; 14-3-3 protein zeta/delta (Bos taurus), P63103; inhibition, % at 21.7 µM;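 active = inhibition above about 70%, limit read from the data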;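 also: 0% = full 14-3-3 plus peptide FRET controls and 100% = background without 14-3-3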
Target sequence (P63103 whole entry, looked up): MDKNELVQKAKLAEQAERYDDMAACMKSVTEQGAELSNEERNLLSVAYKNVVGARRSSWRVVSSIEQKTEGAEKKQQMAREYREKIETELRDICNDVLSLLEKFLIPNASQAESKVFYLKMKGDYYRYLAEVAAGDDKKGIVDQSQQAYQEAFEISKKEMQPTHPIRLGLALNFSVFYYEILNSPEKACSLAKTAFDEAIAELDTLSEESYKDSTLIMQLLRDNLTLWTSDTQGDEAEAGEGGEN
thrombin 1536: human alpha-thrombin inhibitors, primary screen, counter-screen for coagulation protease inhibitor project, biochemical, 1536-well, fluorogenic AMC substrate; inhibition, % at 5 µM; 220,000 tested, 0.26% active; Boc-VPR-AMC fluorogenic substrate cleavage;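 active = inhibition at or above 40%; inactive = inhibition below 40%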;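 also: 0% = enzyme with no compound and 100% = wells without enzyme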
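System – human alpha-thrombin protein · Reagent – Boc-VPR-AMC substrate, 15 µM final · Compound – 5 µM single dose in 0.2% DMSO · Schedule – reaction at room temperature · Technique – AMC fluorescence at 355 nm excitation and 460 nm emission · Read-out basis – % inhibition relative to enzyme controls and enzyme-free blanks · Control set – no-compound enzyme wells and no-enzyme blanks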
Wee1 degr inh: Wee1 degradation inhibitors, primary screen, cell-based, HeLa, Wee1K328M-luciferase, luminescence | Wee1-like protein kinase (Homo sapiens), P30291 | HeLa Luc-Wee1K328M stability; 100% = proteasome inhibitor MG132 effect | reporter increase, % at 5 µM | 220,000 tested, 1.2% active;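 active = activation above the mean of all tested compounds plus 3 SD, set per screening run, cut at about 8.8% in these data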;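 also: cells exposed to compound for 20 h before luminescence read; 0% = DMSO alone and 100% = MG132 at 30 µM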
FXIa inh: human FXIa protease inhibitors, primary screen, biochemical, 1536-well | Coagulation factor XI (Homo sapiens), P03951 | purified FXIa, Boc-Glu-Ala-Arg-AMC fluorogenic substrate | inhibition, % at 5 µM | 220,000 tested, 0.14% active | AID 798, 2007;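 active = inhibition of at least 40%; inactive = inhibition below 40%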;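 also: fluorescence of freed AMC excited at 355 nm; 0% = enzyme without compound and 100% = no enzyme blank; many of its hits are not listed in these tables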
Hck-Nef inh: inhibitors of Nef-activated human Hck kinase, primary screen, biochemical, Z-Lyte FRET, 384-well, Hck-YEEI; Recombinant Hck-YEEI plus Nef, Z-Lyte FRET kinase assay; 220,000 tested, 0.68% active; AID 463187, 2010; Tyrosine-protein kinase HCK (Homo sapiens), P08631; inhibition, % at 20 µM;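 active = Hck-Nef kinase inhibition above about 50%, limit read from the data; inactive = inhibition below that limit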;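 also: 0% = DMSO with Hck plus Nef and 100% = Hck alone without Nef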
KLK5 inh: human KLK5 protease inhibitors, primary screen, biochemical, 1536-well. Kallikrein-5 (Homo sapiens), Q9Y337. recombinant hK5, fluorogenic AMC substrate cleavage. inhibition, % at 5 µM. 210,000 tested, 0.59% active;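 active = inhibition of 40% or more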;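 also: 0% = enzyme controls without compound and 100% = no-enzyme blanks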
Runt-CBFb FRET: inhibitors of RUNX1 Runt–CBFb binding, primary screen, biochemical, FRET, Cerulean-Runt, Venus-CBFb, uHTS | inhibition, % at 20 µM | Cerulean-Runt/Venus-CBFb FRET ratio 530/480, 1 h | Runt-related transcription factor 1 (Homo sapiens) + Core-binding factor subunit beta … | 220,000 tested, 0.46% active;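 active = inhibition over about 50% at 20 µM in the single-dose screen, limit read from the data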;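 also: 0% = DMSO wells and 100% = excess unlabeled CBFb competitor control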
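System: Cerulean-labeled Runt domain protein | Quantity: 100 nM of each labeled protein | Schedule: 1 h compound exposure, room temperature | Detection: Fluorescence energy transfer, 422 nm excitation, 530/480 nm emission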
FXIIa inh: human FXIIa protease inhibitors, primary screen, biochemical, 1536-well; Coagulation factor XII (Homo sapiens), P00748; purified FXIIa, Boc-QGR-AMC fluorogenic substrate, 2 h; inhibition, % at 5 µM; 220,000 tested, 0.3% active; AID 800, 2007; in the data active = inhibition above about 40%;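 also: 0% = enzyme with no compound and 100% = blank without enzyme; many of its hits are not listed in these tables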
Target sequence (P00748 20-372 limits assumed): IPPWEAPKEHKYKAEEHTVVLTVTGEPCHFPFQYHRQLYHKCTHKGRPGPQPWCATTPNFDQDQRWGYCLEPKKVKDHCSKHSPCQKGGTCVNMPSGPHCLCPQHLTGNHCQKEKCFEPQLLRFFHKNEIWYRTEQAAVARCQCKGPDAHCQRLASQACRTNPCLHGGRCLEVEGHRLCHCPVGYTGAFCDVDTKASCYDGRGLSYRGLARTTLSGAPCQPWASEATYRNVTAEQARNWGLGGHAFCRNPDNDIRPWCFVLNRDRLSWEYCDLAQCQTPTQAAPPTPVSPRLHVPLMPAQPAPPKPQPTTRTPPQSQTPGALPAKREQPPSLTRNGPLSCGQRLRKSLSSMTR
Target sequence (P00748 373-615 limits assumed): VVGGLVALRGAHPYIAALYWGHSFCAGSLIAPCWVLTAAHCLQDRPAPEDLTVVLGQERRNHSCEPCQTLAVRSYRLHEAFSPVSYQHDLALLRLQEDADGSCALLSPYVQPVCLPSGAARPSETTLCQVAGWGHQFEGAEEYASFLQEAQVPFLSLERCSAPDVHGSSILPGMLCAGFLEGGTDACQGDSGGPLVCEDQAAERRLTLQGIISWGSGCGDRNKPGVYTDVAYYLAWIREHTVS
The depositor's hits bear a star; . = no result given; [ ] = another dose, or the depositor's remark.

item	structure	Wee1 degr inh	14-3-3 Bad PPI	FXIa inh	Runt-SMMHC FRET	Hck-Nef inh	FXIIa inh	KLK5 inh	Runt-CBFb FRET	thrombin 1536
1	CC1=C(C(=O)OCc2ccccc2)C(c2ccc([N+](=O)[O-])cc2)NC(=O)N1CCCCCC(=O)O (stereo not given)	-2.2	0.3	6.2	-0.7	1.1	18.8	-4.8	-1.4	3.0
2	CCOC(=O)c1c(C)c(C(=O)NC2CCCCC2)c(C)n1CC	-1.8	21.1	-4.9	1.1	1.7	3.6	19.7	-1.0	-7.2
3	COC(=O)c1sc(-c2ccccc2)cc1NC(=O)c1ccc(F)cc1	-2.6	2.2	-3.5	1.8	4.6	2.6	1.6	0.0	-7.8
4	COCCn1c(=S)[nH]c2ccc(N(C)C)cc2c1=O	1.1	-3.2	0.5	-56.5	0.5	7.3	1.5	6.1	1.9
5	CCOC(=O)Cn1c2ccccc2c2nc(C)sc21	-0.9	-3.7	-3.2	1.0	2.9	2.4	.	0.3	-3.0
6	COc1ccc(F)cc1C(=O)C1CCCN(Cc2ccc3c(c2)OCCO3)C1 (stereo not given)	-3.3	-6.5	-5.4	0.3	2.8	4.5	.	0.2	-3.9
7	CC(=O)Nc1cccc(OCc2cnc(Cl)s2)c1	1.1	-12.9	-2.2	3.2	16.9	2.6	-7.9	0.2	-3.4
8	CCOc1ccccc1CN1CCN(Cc2csc(C(C)=O)c2)CC1CCO (stereo not given)	0.6	-16.2	2.5	-3.6	6.0	12.6	.	0.3	-1.9
9	COc1ccc(-c2c(C)sc(NC(=O)c3ccnn3C)c2C#N)cc1	-2.6	20.9	-12.7	18.0	4.3	2.4	-15.1	57.2*	-5.8
10	Cc1cc(C)n2nc(SC(C)C(=O)NCc3ccco3)nc2n1 (stereo not given)	0.9	-5.5[fluorescence artefact?]	1.3	1.8	-0.3	2.2	-4.4	2.1	-8.7
11	C=CCOc1ccc(C(=O)NC2CCCCC2)cc1	0.1	-11.2	-4.5	2.9	0.3	15.3	-30.3	-2.0	-17.6
12	CC(=O)c1sc(N/N=C/c2ccc(C(C)C)cc2)nc1C	3.8	-6.5	-1.4	-16.8	14.2	9.9	1.1	-1.3	-2.2
13	O=C1CCCc2c1cc(C(=O)NC1CCSC1=O)c(=O)n2-c1ccccc1 (stereo not given)	0.4	9.4	4.4	-7.7	6.8	20.0	7.6	0.3	4.3
14	C=CCn1c(SCC(=O)c2ccccc2)nnc1-c1ccc2c(c1)OCO2	-0.8	-9.0	-1.3	2.6	-0.6	12.6	0.1	4.6	3.8
15	O=C(CN1CCN(S(=O)(=O)/C=C/c2ccccc2)CC1)NC(=O)NCc1ccco1	-4.3	-0.3[fluorescence artefact?]	4.6	-2.8	7.7	3.7	-38.4	-1.6	3.0
16	CC(=O)Nc1cc(-c2ccccc2)ccc1O	-2.5	14.1[fluorescence artefact?]	1.6	-3.6	0.4	13.8	-6.9	-8.8	1.8
17	O=C(NNc1ccc(C2CCCCC2)cc1)C(O)(c1ccccc1)c1cccs1 (stereo not given)	-1.3	7.2	-8.3	3.7	-1.2	18.2	6.0	1.9	1.6
18	COc1ccc(C)cc1NC(=O)C(C)N(c1ccc(C)cc1)S(C)(=O)=O (stereo not given)	0.3	0.6	1.1	0.1	0.9	11.2	-6.9	-2.6	1.4
19	C=CCOc1cccc(CNn2nnnc2N)c1	-0.1	-3.6	-3.7	-1.5	22.5	-0.2	7.4	1.3	-6.3
20	CNC(=S)N(CCc1ccc(OC)c(OC)c1)C1CC(=O)N(c2ccccc2)C1=O (stereo not given)	-1.1	1.9	3.5	0.4	16.9	13.2	5.0	6.6	2.2
21	CCC1CCCCN1S(=O)(=O)Cc1ccccc1Cl (stereo not given)	-0.7	2.7	-0.9	-1.7	7.5	8.4	-1.5	-1.5	7.8
22	Nc1ccc(Br)cc1-c1nc2ccccc2[nH]c1=O	1.8	3.8	-5.0	-4.5	12.2	2.3	3.0	-0.2	-1.1
23	COc1cc2nc(CN(C)Cc3ccc(OC)c(OC)c3OC)[nH]c(=O)c2cc1OC	-0.2	-6.8	-3.2	1.2	17.8	2.4	-14.2	-0.3	5.5
24	CCN1CCN(C(=O)c2cn(CC)c3ccc(S(=O)(=O)N(C)C)cc3c2=O)CC1	-1.5	10.4[fluorescence artefact?]	4.4	-7.6	10.5	14.5	-0.4	.	-4.3
25	CCOc1ccc(OCC)c(NC(=O)CN2CCN(CC)CC2)c1	-3.0	66.2	-1.8	2.5	12.3	4.3	-16.4	-0.3	-2.0
26	O=S(=O)(c1ccc(Cl)s1)N1CCC(Cc2ccccc2)CC1	-0.7	-3.3	5.1	-3.0	9.7	-10.9	-1.1	-2.4	-2.0
27	O=C(O)COc1ccccc1/C=N/NC(=O)c1cc(-c2ccc(Cl)cc2)nc2ccccc12	5.7	0.6	2.2	-1.6	32.0	13.1	1.1	-3.4	1.3
28	Cn1c(SCCOc2ccccc2F)nc2ccccc2c1=O	-3.8	-4.7	-2.7	-4.3	13.6	4.9	7.3	-5.5	-2.8
29	COc1ccc(-c2c(C(F)(F)F)nn(C)c2NC(=O)CSCC(=O)O)cc1	1.1	3.4	1.0	-1.6	20.6	10.1	1.9	0.2	0.7
30	CCN1/C(=C2\C(=O)N(C)C(=S)N2C)C=Cc2cc(C)ccc21	-2.3	-24.9[fluorescence artefact?]	6.1	10.7	3.1	7.3	-5.1	18.2	-2.8

Next section, starting with the last 4 of the part before.
item	structure	Wee1 degr inh	14-3-3 Bad PPI	FXIa inh	Runt-SMMHC FRET	Hck-Nef inh	FXIIa inh	KLK5 inh	Runt-CBFb FRET	thrombin 1536
27	O=C(O)COc1ccccc1/C=N/NC(=O)c1cc(-c2ccc(Cl)cc2)nc2ccccc12	5.7	0.6	2.2	-1.6	32.0	13.1	1.1	-3.4	1.3
28	Cn1c(SCCOc2ccccc2F)nc2ccccc2c1=O	-3.8	-4.7	-2.7	-4.3	13.6	4.9	7.3	-5.5	-2.8
29	COc1ccc(-c2c(C(F)(F)F)nn(C)c2NC(=O)CSCC(=O)O)cc1	1.1	3.4	1.0	-1.6	20.6	10.1	1.9	0.2	0.7
30	CCN1/C(=C2\C(=O)N(C)C(=S)N2C)C=Cc2cc(C)ccc21	-2.3	-24.9[fluorescence artefact?]	6.1	10.7	3.1	7.3	-5.1	18.2	-2.8
31	Nc1nonc1C(=O)N/N=C/c1ccc(Br)o1	0.8	2.0	3.5	1.8	19.2	6.5	3.0	0.6	0.8
32	O=C(Cn1cncn1)NCCC(c1ccccc1)c1ccccc1	-1.7	-2.5	-0.5	0.2	5.4	8.6	.	0.4	-4.8
33	Cc1cc(Nc2nn(C)c(N)c2C#N)ccc1F	0.0	-1.7	-2.2	1.3	15.5	7.5	.	-0.4	-4.8
34	O=C(O)CCCC(=O)Nc1nncs1	1.7	-6.3	-3.5	1.1	19.8	5.8	-0.1	1.0	-5.7
35	Cc1c(C(=O)N2CCCCCC2)nnn1-c1nonc1N	2.7	-5.4	3.6	-7.1	-1.8	18.1	-9.9	-0.4	3.1
36	CNc1oc(Cc2ccccc2)nc1S(=O)(=O)c1ccc(Cl)cc1	0.1	-0.7	-10.2	1.1	-0.1	19.4	12.0	-0.3	3.1
37	CCN1C(=O)N(CC)C(O)(c2ccccc2)C1(O)c1ccccc1 (stereo not given)	-0.2	-9.6	-6.0	-1.8	0.9	12.7	-18.3	1.6	-12.2
38	CCOc1c2ccoc2nc2c(OC)c(OC)ccc12	6.5	21.1	-2.4	-3.5	21.5	4.9	-0.3	0.1	-1.7
39	CC(OC(=O)c1ccncc1)C(=O)Nc1cccc(Cl)c1 (stereo not given)	-3.9	15.2	1.6	2.9	2.1	6.1	0.3	-0.7	-4.8
40	CC(=O)c1c(C)nc(-c2ccccc2)nc1N	0.7	16.4	-1.7	-3.6	17.9	8.2	2.8	0.1	-4.4
41	CCC(=O)c1ccc(OCC(O)CN2CCN(c3ccc(F)cc3)CC2)cc1 (stereo not given)	0.7	-6.1	-10.0	1.3	2.6	11.3	-11.5	0.0	-0.8
42	COCCCNC(=O)c1cc(C(=O)Cc2ccccc2)c[nH]1	4.0	5.7	-2.5	0.5	18.6	3.2	5.3	0.3	-10.8
43	Cc1ccc(S(=O)(=O)NCC(=O)NCC(=O)OCc2c(F)cccc2Cl)cc1	0.1	-6.0	16.2	-0.8	3.5	14.0	-0.7	-1.4	2.0
44	C/C=C\C=C\C(=O)N1CC2(CC(c3cccc(NC(=O)CC(c4ccccc4)c4ccccc4)c3)=NO2)C[C@H]1C(N)=O (stereo not given in full)	.	0.8	0.4	1.6	77.7*	8.2	-0.7	4.3	-0.6
45	O=C(Nc1ccc2c(c1)OCCO2)c1cc(-c2ccccn2)nc2ccc(Br)cc12	1.4	-12.2	0.0	-9.7	78.1*	8.2	1.8	0.3	-2.8

Screens: PubChem BioAssay, several laboratories
